Pf growth 48h: Primary qHTS for delayed death inhibitors of the malarial parasite plastid, 48 hour incubation | P. falciparum luciferase growth in erythrocytes, 48 h | hit rate 5.9% among 310,000 | Potency, µM (titrated, usually from 28.7 µM), inactives show top-dose activity change, negative = inhibition, actives largely listed as inhibitors
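In quantitative HTS format, infected erythrocytes bearing luciferase-reporter parasites were treated for a single generation at 37 C. Luminescence after adding detection reagent served as the growth measure.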
TbPYK inhibitor: qHTS of Trypanosoma Brucei Inhibitors | Potency, µM (top dose mostly 76.8 µM), for the others: at the highest dose activity, negative = inhibition, usual class: inhibitors | TbPYK enzyme, Kinase-Glo Plus ATP luminescence, 45 min | hit rate 0.12% among 410,000; note: nearly all actives have a fitted effect of over 50% in size
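Activity of T. brucei pyruvate kinase was followed by Kinase-Glo Plus luminescence after the enzyme reacted 45 min at room temperature with 130 uM ADP (final) and substrate. Test compounds were added before ADP at multiple concentrations.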
Pf growth 96h: Primary qHTS for delayed death inhibitors of the malarial parasite plastid, 96 hour incubation | AID 504834, 2011 | Potency, µM (series often up to 28.7 µM), without a hit: at the highest dose activity change, negative = inhibition, hits mostly inhibitors | hit rate 6.9% among 320,000 | P. falciparum luciferase reporter growth, 96 h
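Two parasite generations (96 h, 37 C, 5% CO2) of compound exposure in infected erythrocytes (0.05% parasitemia, 2% hematocrit). Luciferase-reporter P. falciparum; decreased luminescence indicates inhibited growth, aimed at apicoplast-acting delayed death.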
Sm TGR block: qHTS Assay for the Inhibitors of Schistosoma Mansoni Peroxiredoxins; purified TGR, DTNB reduction, TNB absorbance 405 nm; Schistosoma mansoni thioredoxin glutathione reductase (TGR), Q962Y6; Potency, µM (highest dose often 114 µM), for inactives: top-dose activity change, negative = inhibition, most hits filed as inhibitors; hit rate 3% among 360,000; note: nearly all actives have a fitted effect of over 60% in size
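TGR 20 nM + NADPH 100 uM (dispensed conc.), cpd preinc 15 min RT; start with NADPH (500 uM addition) then DTNB (15 mM addition). Kinetic TNB absorbance, 405 nm filter. Four-parameter Hill fit across titration.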
LmPK inhibitor: qHTS Assay for Inhibitors of Leishmania Mexicana Pyruvate Kinase (LmPK); Potency, µM (series often up to 57.5 µM), inactives show at the top dose activity change, negative = inhibition, hits mostly inhibitors; hit rate 0.37% among 290,000; purified LmPK, Kinase-Glo ATP luminescence, 1 h; Q27686
Target sequence (Q27686 whole entry, looked up): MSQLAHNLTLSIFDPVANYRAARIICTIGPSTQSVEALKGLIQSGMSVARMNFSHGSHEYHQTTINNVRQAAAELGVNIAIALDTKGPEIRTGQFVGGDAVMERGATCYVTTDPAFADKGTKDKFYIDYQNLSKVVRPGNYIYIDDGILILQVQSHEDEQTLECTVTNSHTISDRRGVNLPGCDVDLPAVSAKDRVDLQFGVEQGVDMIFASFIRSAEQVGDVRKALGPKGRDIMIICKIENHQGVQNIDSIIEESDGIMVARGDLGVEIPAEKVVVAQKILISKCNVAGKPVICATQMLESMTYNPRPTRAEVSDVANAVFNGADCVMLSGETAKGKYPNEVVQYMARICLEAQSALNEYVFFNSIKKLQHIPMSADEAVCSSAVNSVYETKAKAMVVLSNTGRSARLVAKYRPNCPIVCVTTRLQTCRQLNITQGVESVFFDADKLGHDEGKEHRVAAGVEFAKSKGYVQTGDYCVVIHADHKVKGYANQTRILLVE
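Pyruvate kinase activity monitored as ATP production (luciferase luminescence). Conditions: 0.1 nM enzyme, 0.5 mM PEP, 0.1 mM ADP, 1 h, RT; normalized against uninhibited and no-enzyme wells.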
HCV inh: qHTS Assay for Inhibitors of Hepatitis C Virus (HCV); Huh7.5.1 HCVcc-Cre infection, luciferase reporter, 44 h; hit rate 3.4% among 340,000; Potency, µM (titrated, usually from 41.8 µM), for inactives: at the highest dose activity change, negative = inhibition, most hits filed as inhibitors
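Antiviral activity was scored by luciferase reporter output from cells infected with HCVcc-Cre (~0.5 moi) in presence of compound, 44 h infection period, cells seeded 1,000/well 4 h prior.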
Numbers without * were called inactive; ? = inconclusive; . = not tested or not shown; & = joins results of further samples; [ ] = another dose, or the depositor's remark. Calls come from the whole dose curve; as a rule, active = well fitted curve in the direction sought with a large enough effect; inconclusive = small, poorly fitted or top-dose-only effect, or another doubt; inactive = no such curve, though single readings can be large; an effect the other way counts as inactive or inconclusive. % is set by controls: 0 for no effect and ±100 for the full control effect; potency is the fitted concentration of half-maximal effect.

SMILES	Pf growth 48h	TbPYK inhibitor	Pf growth 96h	Sm TGR block	LmPK inhibitor	HCV inh
COc1ccc(S(=O)(=O)N(C)CC(=O)Nc2ccc3c(c2)OCCO3)cc1	-14%	2%	-3%	4%	.	-9%[8.37 µM]
COc1ccc(/C=N\NC(=O)CCc2c(C)n[nH]c2C)c(OC)c1OC	15%	0%	10%	2%	2%	-11%
O=C(COC(=O)c1cccnc1Nc1ccccc1F)NC1CC1	12%	7%	41%[activator]	-3%	-1%	0%
CC(=O)/C=C1\SC(CC(=O)O)C(=O)N1c1ccccc1 (configuration not stated)	.	-2%	?	-21%	-1%	17%
CN(CC(=O)Nc1ccccc1Cl)C(=O)c1ccccc1SCC(=O)N1CCCC1	11%	2%	-7%	0%	.	9%
COc1cc(S(=O)(=O)N(Cc2cccnc2)Cc2cccc(OC)c2OC)ccc1-n1cnnn1	?	2%	?	4%	3%	17%
Nc1ccc(-c2nnc(-c3ccc(-c4ccccc4)cc3)o2)cc1	55%[activator]	-16%	70%[activator]	-21%	1%	-28%
C[C@@]12C(=O)OC(=O)[C@]1(C)[C@H]1CC[C@@H]2O1	2µM*	2%[33.2 µM]	1µM*	.	.	.
CCN1C(=O)[C@@H]2[C@@H](c3ccc(-c4ccc(Cl)c(Cl)c4)c(OC)c3)N3CCC[C@@]3(C(=O)OC)[C@@H]2C1=O	5.2µM*	-9%	0.83µM*	35µM*	.	10µM*
NC(=O)Cn1c(O)c(N=NC(=O)CNC(=O)/C=C/c2ccccc2)c2ccccc21	7%	-2%	2%	-7%	-2%	13%
CCOC(=O)N1CCN(C(=O)C2CCN(c3ncnc4c3sc3cccc(F)c34)CC2)CC1	?	3%	91%[activator]	30%	2%	?
O=C(OCC(=O)c1ccc[nH]1)c1ccc([N+](=O)[O-])cc1	5%	1%	19%	1%	.	10%
O=C(O)CCCC(=O)Nc1ccccc1C(=O)N1CCCC1	2%	-9%	.	0%	-2%	15%
Fc1ccc(-c2oncc2-c2nnnn2-c2ccccc2)cc1F	-11%	1%	-4%	2%	6%	16%
Cc1ccccc1CN1CCC(C(=O)Nc2ccc(Oc3cccnc3)cc2)CC1	?	-6%	-25%	-19%	3%	?
O=C(NCc1ccccc1Cl)c1ccc2c(c1)OCO2	28%	-5%	-3%	2%	-4%	-7%
COc1cccc(NC(=O)CCc2nc(-c3ccccc3F)no2)c1	9%	0%	.	-9%	1%	?
CCCc1ccc(S(=O)(=O)Nc2ccc(C)c(NS(C)(=O)=O)c2)cc1	31%[activator]	3%	5%	22%	8%	-5%
CC1=C(C(=O)OCc2ccccc2)C(c2ccccc2OC(F)F)NC(=O)N1 (configuration not stated)	?	-5%	.	-1%	1%	?
O=C(COC(=O)c1cc2ccccc2cc1O)NC(=O)NCc1ccco1	0%	3%	4%	45µM*	0%	4%
NC(=O)COC(=O)c1cc([N+](=O)[O-])ccc1NCCO	48%[activator]	-5%	41%[activator]	-1%	1%	-29%
NNC(=O)CNC(=O)c1cccc(Br)c1	35%[activator]	2%	30%[activator]	12%	-1%	-4%
Cc1cc(C)nc(SCc2nnc(SCC(=O)Nc3ccc(Cl)c(C(F)(F)F)c3)o2)n1	-12%	-2%	69%[activator]	4%	5%	13%&18%
COc1cc2c(C(=O)O)c(C)n(CC(C)C)c2c2ccccc12	-5%	-10%	-10%	-8%	-5%	12%
O=C(CCCN1C(=O)/C(=C/c2ccccc2)SC1=S)Nc1ccc(O)cc1	?	-2%	-3%[5.75 µM]	-1%	4%	5%
COCCNC(=O)CSc1nccn1Cc1ccc2c(c1)OCO2	6%	-4%	0%	1%	0%	14%
NC(=O)c1ccc(NS(=O)(=O)c2ccc(Br)s2)cc1	21%	0%	5%	-4%	.	17%
Cc1c(O)ccc(C(=O)CN2C(=O)c3ccccc3C2=O)c1O	6%	3%	3%	-3%	1%	11%
COc1cccc(NC(=O)CN(c2cccc(F)c2)S(C)(=O)=O)c1	21%	3%	.	-1%	-5%	8.9µM*
COc1ccc(/C=C(\C#N)C(=O)ONC2=NCCCCC2)cc1	-21%	8%	53%[activator]	0%	-2%	1%

2 entries from above, set out differently.
NNC(=O)CNC(=O)c1cccc(Br)c1
  Pf growth 48h: 35%[activator] | TbPYK inhibitor: 2% | Pf growth 96h: 30%[activator] | Sm TGR block: 12% | LmPK inhibitor: -1% | HCV inh: -4%
Cc1cc(C)nc(SCc2nnc(SCC(=O)Nc3ccc(Cl)c(C(F)(F)F)c3)o2)n1
  Pf growth 48h: -12% | TbPYK inhibitor: -2% | Pf growth 96h: 69%[activator] | Sm TGR block: 4% | LmPK inhibitor: 5% | HCV inh: 13%&18%

Later entries.
SMILES	Pf growth 48h	TbPYK inhibitor	Pf growth 96h	Sm TGR block	LmPK inhibitor	HCV inh
O=C(NC(Cc1c[nH]c2ccccc12)C(=O)O)/C(=C/c1ccc2c(c1)OCO2)NC(=O)c1ccccc1 (configuration not stated)	-10%	-10%	49%[activator]	-12%	11%[11.5 µM]	18%
CCCn1c(NCc2cccc(OC)c2O)nc2ccccc21	12µM*	-7%	107%[activator]	-1%	1%	?
O=C(Oc1cccc2ccccc12)C1CC1	7%	-5%	-10%	-1%	-6%	11%
CCN(CC)C(=O)C(Cc1ccccc1)N1C(=O)c2ccccc2C1=O (configuration not stated)	.	-5%	-15%	0%	-8%	-12%
O=C(NC1CCCCC1)C(c1ccncc1)N(C(=O)c1csnn1)c1ccccc1 (configuration not stated)	17%	-3%	16%	-11%	-1%	2%
O=C(NNC(=O)c1cc2cc(OC(F)(F)F)ccc2[nH]1)c1cccc(C(F)(F)F)c1	17%	-1%	59%[activator]	5%	10%	1%
COc1ccc(OC)c(NCc2nnc(-c3ccccc3)o2)c1	31%[activator]	-3%	-1%	-21%	1%	3%
COc1ccc(C(=O)NC(=S)Nc2ccc3c(c2)Cc2ccccc2-3)cc1	13%	0%	.	-4%	3%	-8%
CCOc1[nH]n(-c2ccccc2)c(=O)c1C=Nc1ccc(Cl)cc1	-23%	0%	?	-11%	0%	?
Cc1ccc(NNC(=O)c2ccno2)c(C)c1	4%	-4%	?	-33%	4%	?
CCC(CC)=NNc1ccc(S(N)(=O)=O)cc1[N+](=O)[O-]	0%	5%	0%	5%	-8%	-1%
CC1CCCCC1NS(=O)(=O)c1ccc(S(=O)(=O)N2CCN(CCC#N)CC2)cc1 (configuration not stated)	13µM*	-6%	-24%	19%	-4%	10%&-8%
CCCCCN(C(=O)CCC(=O)OCCOc1ccccc1)c1c(N)n(CCCC)c(=O)[nH]c1=O	?	-5%	0%	-7%	.	-10%
CC(C)CCNC(=O)CN(Cc1ccc2c(c1)OCO2)C(=O)CCC(=O)Nc1ccccn1	-2%	0%	16%	-28%	2%	19%
COc1ccc(Nc2nc(N)nc(CN3CCOCC3)n2)cc1	5%	-8%	8%	0%	8%	13%
CCn1c(=O)c(C(=O)Nc2nc3ccccc3[nH]2)c(O)c2ccccc21	?	-12%	-16%	13%	6%	?
COc1ccc(CNC2CC(C)N(C)CC2C)cc1OC (configuration not stated)	10µM*	1%	-18%	-4%	-3%	-28%
O=C(O)c1cccc(Nc2ccncc2[N+](=O)[O-])c1	13%[0.00184 µM]	-11%	?	3%	2%	18%
CCCc1cc(CN(C)C(=O)CC2C(=O)NCCN2Cc2ccccc2C)[nH]n1 (configuration not stated)	-17%	-2%	-20%	?	-7%	.
O=[N+]([O-])c1ccccc1S(=O)(=O)Nc1ccc2c(c1)OCCO2	27%	1%	2%	-28%	-5%	-2%
O=C(Cn1cncn1)NCc1cccc(OC(F)F)c1	?	9%	-2%	0%	-8%	9%
COc1cc(C(=O)N2CCN(C(=O)c3ccccc3)CC2)cc(OC)c1OC	0%	1%	?	3%	-1%	21%
O=C(NCCCO)/C(=C\c1ccco1)NC(=O)c1ccco1	16%	-2%	?	64%	-7%	7%
COc1cc(CNC2CCCC2)cc(Cl)c1OCc1ccccc1F	.	3%	?	-11%	-2%	10µM*
CC(=O)NCC(=O)OCC(=O)c1ccc(C)c(C)c1	14%	-1%	27%	3%	4%	-14%
CCOC(=O)CSc1nc(C)cc(C)c1C#N	19%	?	.	-15%	6%	?
Cn1c(SCc2cccnc2)nc2cccnc21	31%[activator]	0%	216%[activator]	3%	-4%	2%
C/C(N)=C(/C#N)C(=O)CSc1nnnn1-c1ccc(C)cc1C	-29%	0%	7%	-1%	2%	?
CCOC(=O)c1ccc(NC(=O)c2nc[nH]c2C(=O)N(C)Cc2ccccc2)cc1	?	-9%	?	-1%	0%	5%
CC(=O)Nc1cc2c(cc1C(=O)c1ccccc1)OCCO2	?	2%	0%	-24%	2%	-18%

Full records, quoted from the list. Order of values: Pf growth 48h	TbPYK inhibitor	Pf growth 96h	Sm TGR block	LmPK inhibitor	HCV inh
Cn1c(SCc2cccnc2)nc2cccnc21 as listed: 31%[activator]	0%	216%[activator]	3%	-4%	2%
COc1ccc(CNC2CC(C)N(C)CC2C)cc1OC (configuration not stated) as listed: 10µM*	1%	-18%	-4%	-3%	-28%
C/C(N)=C(/C#N)C(=O)CSc1nnnn1-c1ccc(C)cc1C as listed: -29%	0%	7%	-1%	2%	?
O=C(NCCCO)/C(=C\c1ccco1)NC(=O)c1ccco1 as listed: 16%	-2%	?	64%	-7%	7%
O=C(O)c1cccc(Nc2ccncc2[N+](=O)[O-])c1 as listed: 13%[0.00184 µM]	-11%	?	3%	2%	18%

The list goes on.
SMILES	Pf growth 48h	TbPYK inhibitor	Pf growth 96h	Sm TGR block	LmPK inhibitor	HCV inh
Cn1nnnc1SCCNCc1ccccc1F	26%	-3%	.	0%	-3%	20%
CN1CCC(=NNC(=O)c2ccc(N(Cc3ccc(Cl)cc3)S(C)(=O)=O)cc2)CC1	?	4%	?	-7%	2%	27%
CCn1cnc2c1c(=O)n(CC(=O)NCC(C)C)c(=O)n2Cc1ccccc1	-21%	-3%	?	3%	0%	-21%
COCc1c(C(=O)OCc2nc3ccsc3c(=O)[nH]2)oc2ccccc12	0%	2%	-6%	-3%	.	3%
O=C1CC(C(=O)N2CCc3ccccc32)CN1c1cccc(C(F)(F)F)c1 (configuration not stated)	-29%	7%	-29%	?	.	-7%
COc1ccccc1CNc1ccccc1F	26%	-10%	22%	9%	4%	6%
Cc1ccc(P(=S)(c2ccc(C)o2)N2CCOCC2)o1	?	-8%	-15%	0%	-1%	5%
CC1C(=O)CCN(C(C)C)C1C (configuration not stated)	24%	-4%	?	-5%	7%	18%
CN(C(=O)CCNC(=O)Cn1cnc2ccccc2c1=O)c1ccc(F)cc1	5%	3%	23%	10%	0%	5%
COc1ccc(C2NCCc3[nH]cnc32)cc1 (configuration not stated)	-2%	3%	.	4%	-2%	4%
Cc1cc(OCC(=O)NC(C)C)ccc1Cl	0%	-1%	?	10%	1%	-3%
CC(C)NC(=O)NC1C2CC3CC(C2)CC1C3 (configuration not stated)	?	-5%	10µM*	89µM*	2%	20%
CC(C)CNC(=O)c1cccc(NC(=O)CSc2ccc(Cl)cc2)c1	1%	-8%	75%[activator]	-4%	1%	0%
CCCC(=O)Nc1cccc(NC(=O)c2ccccc2Br)c1	5%	4%	15%	4%	3%	?
NC(=O)C1CCN(C(=O)C23CC4CC(CC(C4)C2)C3)CC1	41%[activator]	-2%	?	-21%	0%	8%
C=CCNc1nc(NCCN2CCOCC2)nc(N2CCOCC2)n1	-3%	-3%	22%	-7%	-2%	-3%
COc1ccc(C(=O)COC(=O)Cn2nnc3ccccc32)cc1Br	15%	-5%	3%	2%	-1%	7%
CN(C)CCNCc1ccccc1OC1CCCC1	.	-1%	?	-5%	6%	-8%
